Screening data from PubChem.
GPR55 beta-arrestin: selective activators of receptor GPR55 – imaging, U2OS cells, beta-arrestin-GFP redistribution, primary screen (AID 1961); one-dose activation, % at 10 µM; EC50 in µM for titrated hits; 290,000 compounds, 0.048% hits; U2OS GPR55 beta-arrestin-GFP redistribution imaging; higher % means a stronger effect;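 active = activation above 40% with more than 50 cells counted in the well; inconclusive = wells holding fewer than 50 cells, flagged as toxic or sparse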;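 note: U2OS osteosarcoma cells stably expressing GPR55 and beta-arrestin-GFP; plate controls were DMSO negative control for no effect and LPI positive control for full effect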
NTR1 agonist: agonists of NTR1, primary screen, imaging, U2OS cells, beta-arrestin-GFP, high content (AID 493036) | P30989 | NTR1-U2OS beta-arrestin-GFP spot imaging, agonist mode | activation, % at 20 µM | 330,000 compounds, 0.17% hits;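 active = activation at or above 40% of the spot to cytoplasm intensity ratio, with at least 20 cells analyzed; inconclusive = wells under 20 cells, flagged as cytotoxic or low count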;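 note: 0% = DMSO without peptide and 100% = 100 nM NTR1 peptide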
Target sequence (P30989 whole entry, looked up): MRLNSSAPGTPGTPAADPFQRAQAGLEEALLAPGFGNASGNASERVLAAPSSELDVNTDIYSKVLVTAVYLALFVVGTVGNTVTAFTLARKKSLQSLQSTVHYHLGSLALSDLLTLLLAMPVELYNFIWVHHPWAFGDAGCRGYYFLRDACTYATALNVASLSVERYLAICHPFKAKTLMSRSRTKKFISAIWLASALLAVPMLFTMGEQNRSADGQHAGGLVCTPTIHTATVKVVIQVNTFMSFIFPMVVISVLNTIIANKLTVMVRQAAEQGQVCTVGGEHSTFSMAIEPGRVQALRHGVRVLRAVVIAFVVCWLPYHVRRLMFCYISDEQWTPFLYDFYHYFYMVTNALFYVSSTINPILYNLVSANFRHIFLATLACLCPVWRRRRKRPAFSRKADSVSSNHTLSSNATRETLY
KOR beta-arrestin-1: KOR antagonists, beta-arrestin recruitment, cell-based, luminescence, uHTS (AID 1778). KOR beta-arrestin recruitment, luminescence, antagonist mode; higher % means a stronger effect. inhibition, % at 10 µM, or IC50 in µM where a hit was titrated. 290,000 compounds, 0.091% hits; in the data active = inhibition above about 50%; note: strong numbers were not always called active
T cell HTS: T cell immune modulators affecting CD8 T cell-vesicle binding | 330,000 compounds, 0.068% hits | AID 2052 | 2C CD8+ T cell-vesicle binding, flow cytometry; active compounds read low | calls only at 7 µM;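 active = response, share of CD8 T cells binding vesicles, and their 90th percentile fluorescence all below set limits, cut at about 80% in these data, passing the limit was not always enough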
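Assay system – 2C mouse CD8+ T cells · Also added – QL9-loaded Drosophila micro-vesicles · Timing – Cell–vesicle co-incubation 1.5 h at 37 °C, staining 20 min on ice · Signal – flow cytometry of vesicle-bound cells · Measure – percent CD8+ FL2 mean versus row control · Controls – Peptide-free naked vesicles (low) and QL9 vesicles with 0.7% DMSO vehicle (high)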
KOR beta-arrestin-2: KOR agonists, beta-arrestin recruitment, primary screen, cell-based, luminescence, uHTS (AID 1777) | 280,000 compounds, 0.02% hits | one-dose activation, % at 10 µM; EC50 in µM for titrated hits | KOR beta-arrestin recruitment, luminescence; higher % means a stronger effect; in the data active = activation above about 50%, passing the limit was not always enough; note: a part of the inactive calls stands beside numbers as strong as those of hits
Salmonella PhoP GFP: inhibitors of PhoP regulon expression, primary screen, Salmonella Typhimurium, GFP reporter (AID 1863); S. Typhimurium PhoP-regulated promoter GFP reporter, 4 h; higher % means a stronger effect; inhibition, % at 50 µM; hits with a dose series show IC50 in µM; 300,000 compounds, 0.16% hits;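 active = inhibition over 29.93%, a cutoff 3 SD above the screen mean, later confirmed by dose response; inconclusive = inhibition over 29.93% but no dose response follow-up; inactive = inhibition at most 29.93% or unconfirmed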;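 note: 0% = low Mg2+ inducing control and 100% = high Mg2+ repressing control; strong numbers were not always called active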
GPR35 antagonists: GPR35 antagonists blocking zaprinast-driven arrestin recruitment, primary screen, imaging, U2OS, beta-arrestin-GFP, zaprinast agonist (AID 2058); 290,000 compounds, 0.052% hits; inhibition, % at 10 µM; hits with a dose series show IC50 in µM; U2OS GPR35 beta-arrestin-GFP translocation imaging, zaprinast antagonism; higher % means a stronger effect;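 active = inhibition of at least 50% with at least 30 cells and total cytoplasm GFP at most 10,000,000; inconclusive = under 30 cells or total GFP of 10,000,000 plus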
West Nile antiviral: inhibition of WNV-induced cytopathic effect – cell-based, CPE readout (AID 1621); one-dose CPE inhibition, % at 10 µM; IC50 in µM for titrated hits; 290,000 compounds, 0.02% hits; West Nile virus-infected cells, CPE inhibition; higher % means a stronger effect; in the data active = a potency from the dose series; inconclusive = CPE inhibition mostly from about 3.7% at the one dose, without a potency; inactive = the rest, 99 in 100 with CPE inhibition below about 2.2%; note: strong numbers were not always called active
GPR55 antagonists: inhibition of LPI-stimulated GPR55 beta-arrestin translocation – imaging, U2OS, beta-arrestin-GFP, LPI agonist, primary screen (AID 2013) | U2OS GPR55 beta-arrestin-GFP translocation imaging, LPI antagonism; higher % means a stronger effect | 290,000 compounds, 0.13% hits | inhibition, % at 10 µM; hits with a dose series show IC50 in µM;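 active = spots per cell inhibited over 60%, with over 100 cells counted and total cytoplasm intensity under 500,000; inconclusive = wells with under 100 cells, flagged as likely toxic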;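 note: U2OS cells stably carrying GPR55 and arrestin-GFP stimulated by 5 µM LPI near EC80; imaged beta-arrestin-GFP aggregate spots per cell after agonist stimulation; plate controls were LPI-stimulated DMSO wells for no effect and DMSO wells without LPI for full effect; some results filed as inactive read as strong as hits; confirmed hits need IC50 under 10 µM and bright autofluorescent wells are also inconclusive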
T cell HTS vesicle-bound %: also measured in T cell HTS; calls as there; double positive events, %; measured here: CD8+ vesicle-bound cell fraction;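 binding gate set so that unloaded-vesicle control wells show 10% double positive cells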
NTR1 agonist cell count 20 µM: second read-out of NTR1 agonist, no call of its own (marks repeat the call); cell count; measured here: cell count, cytotoxicity flag
* marks the source's active call; other numbers are inactive results; i = inactive; ? = inconclusive; · = not tested or not shown; [ ] = dose if it differs, or a comment.

Values run as follows: GPR55 beta-arrestin, NTR1 agonist, NTR1 agonist cell count 20 µM, KOR beta-arrestin-1, T cell HTS, T cell HTS vesicle-bound %, KOR beta-arrestin-2, Salmonella PhoP GFP, GPR35 antagonists, West Nile antiviral, GPR55 antagonists
COc1ccc(S(=O)(=O)N2CCOCC2)cc1NC(=O)CSc1n[nH]c(C(C)C)n1
    0.8%, 0.1, 19, -20%, i, 52, -0.8%, 4%, -1%, 0.7%, 0%
COC(=O)c1cc(C(=O)OC)cc(N2C(=O)CC(NNC(=O)c3ccccc3Br)C2=O)c1 (centres undefined)
    -0.1%, -1.5, 52, -10%, i, 15, 2.1%, -1%, 3%, ?, 11%
COc1ccc(-c2cc(=O)c3c(O)c(OC)c(O)cc3o2)cc1
    0.5%, 4.0, 102, -9%, i, 40, -2.7%, -2%, -12%, 0.2%, 10%
Cc1nc2ccccc2n1C(=O)c1ccc(Cl)cc1[N+](=O)[O-]
    -0.4%, 1.1, 75, 12%, i, 7, 6.4%, -4%, 4%, 0.1%, -1%
COCCCN(C(=S)NC(=O)c1ccc(Br)cc1)c1c(N)n(Cc2ccccc2)c(=O)[nH]c1=O
    -0.2%, -0.9, 53, 22%, i, 35, 0.2%, -1%, 6%, -0.1%, 4%
CCCn1c(SCC(=O)Nc2nc(-c3ccc(OC)cc3)cs2)nc2c1c(=O)n(C)c(=O)n2C
    0.2%, 2.5, 69, 31%, i, 42, -1.0%, 1%, 9%, 0.6%, -2%
CN1CC(c2ccccn2)C2(SC(=S)N(Cc3ccccc3)C2=O)C12C(=O)Nc1ccccc12 (centres undefined)
    -0.1%, 14, 56, -14%, i, 30, 0.4%, -6%, -3%, ?, 4%
Oc1ccccc1/C=N/NC(=S)NCCc1ccccc1
    -0.3%, ·, ·, 10%, i, 28, -1.2%, 3%, -4%, -0.1%, 1%
CCOc1ccccc1Nc1nc(N)nc(CN(C)C2CCCCC2)n1
    -0.1%, -1.1, 56, 10%, i, 45, 3.4%, -8%, 3%, -0.4%, 7%
Cc1snc(SCC(=O)N/N=C(\N)COc2ccc(F)cc2)c1C#N
    0.0%, -1.2, 77, -22%, i, 45, 3.3%, -3%, -3%, 0.4%, 2%
COc1ccc(S(=O)(=O)NN(C)c2nc(C(F)(F)F)nc3ccccc23)cc1
    0.4%, 0.0, 91, -4%, i, 46, -8.6%, 6%, -14%, ·, -12%
CCOc1ccc2nc(N3CCCC(C(=O)NCCCN4CCOCC4)C3)sc2c1 (centres undefined)
    1.6%, -0.4, 106, 16%, i, 40, -3.6%, -16%, 0%, -0.4%, 2%
COc1ccc(-c2cc(-c3ccco3)[nH]c(=O)c2C#N)cc1OC
    -0.2%, -1.2, 54, -15%, i, 23, ·, -26%, 0%, 1.0%, -1%
Cc1ccccc1-n1nnnc1SCCCC(=O)c1ccc(F)cc1
    0.2%, 1.1, 67, 4%, i, 27, -1.5%, -9%, -5%, -1.3%, 3%
CCOC(=O)C1=C(CC)OC(N)=C(C#N)C1c1ccc(F)cc1F (centres undefined)
    -0.1%, 2.3, 92, -4%[20 µM], i, 49, ·, 1%, 17%, 0.4%, -6%
O=C(NCc1ccco1)c1ccc2[nH]c(=O)c(=O)[nH]c2c1
    -0.1%, -0.3, 62, -32%, i, 28, 4.0%, -5%, -8%, 0.1%, -4%
S=C(NC1CCCCC1)N1CCCCC1
    -0.2%, 0.3, 43, -12%, i, 42, 2.8%, -5%, -4%, 0.0%, 7%
CSc1ccc(S(=O)(=O)Nc2c(C)cccc2C)cc1
    -0.1%, 0.0, 50, -10%, i, 43, 0.4%, 12%, 9%, -0.3%, 0%
O=C(Nn1cnnc1)c1ccc([N+](=O)[O-])cc1
    -0.1%, 0.0, 55, 18%[20 µM], i, 64, -6.2%, 0%, -12%, 0.0%, -9%
CCn1c(SCC(=O)Nc2cc(C)on2)nnc1-c1ccncc1
    0.3%, -1.4, 48, 7%, i, 18, 1.8%, -2%, -5%, -0.4%, 2%
Cc1cc(Br)ccc1NC(=O)CN(C)C(=O)Cn1c(=O)cnc2ccccc21
    -0.1%, -0.6, 71, -14%, i, 22, -2.6%, 0%, 4%, -0.2%, 8%
COc1ccccc1/C=C/CN1CCC(CO)(Cc2ccccc2)CC1
    -0.1%, 0.5, 26, -51%[20 µM], i, 60, ·, 7%, 12%, -1.1%, 5%
Cc1cccc(CCNC(=O)C2CCN(S(=O)(=O)c3ccccc3)CC2)c1
    -0.1%, -1.4, 48, -10%, i, 47, -7.0%, -7%, -3%, -1.1%, 3%
Cc1cc(NC(=O)CSc2nnc3c4c(C)c(C)sc4ncn23)no1
    -0.4%, 2.1, 33, -28%, i, 24, 4.4%, -20%, 6%, -0.4%, 5%
COC(=O)c1cc(C(=O)N(Cc2ccccc2)c2ccccn2)cc([N+](=O)[O-])c1
    -0.3%, 0.8, 93, 6%, i, 50, 8.5%, 11%, 8%, -0.5%, 6%
CCOc1cc(C=C(C#N)C#N)ccc1Oc1ccc([N+](=O)[O-])cn1
    -0.1%, 0.6, 29, -3%[20 µM], i, 16, ·, -5%, 14%, 0.7%, 2%
CC1CCCCN1CCCNC(=O)C1CCN(c2nnc(-n3cccc3)s2)CC1 (centres undefined)
    -0.3%, 0.3, 73, -27%, i, 41, -0.4%, -1%, 2%, -0.5%, 6%
O=[N+]([O-])c1cc(C(F)(F)F)ccc1NC1CCN(Cc2ccccc2)CC1
    1.0%, 3.0, 36, ·, i, 26, ·, 1%, -1%, -0.5%, 1%
O=C(c1c(F)cccc1F)N1CCCc2ccccc21
    0.6%, 0.7, 67, -44%[20 µM], i, 44, -4.2%, 0%, 2%, -0.3%, -4%
NS(=O)(=O)c1ccc(CNC(=S)NC2CCCCC2)cc1
    0.4%, 0.9, 44, -4%, i, 42, 2.4%, -7%, -15%, 0.4%, -4%
Cc1c(Nc2nc3ccccc3nc2NS(=O)(=O)c2cccs2)c(=O)n(-c2ccccc2)n1C
    -0.1%, 2.4, 73, -8%, i, 42, -0.1%, -5%, 16%, -0.1%, 1%
N#CCCN(C1CCCCC1)S(=O)(=O)c1cccc2nsnc12
    0.1%, -0.7, 42, -4%, i, 40, -1.6%, -10%, 8%, -1.2%, 16%
CC(c1nc2ccccc2c(=O)[nH]1)N(C)c1ccc2ccccc2c1 (centres undefined)
    0.2%, 3.0, 71, 13%, i, 42, 4.7%, -11%, -4%, 3.2%, 13%
Cn1c2ccccc2c(=O)c2ccc(-c3ccc4c(c3)OCO4)cc21
    -0.2%, 17, 90, -87%[20 µM], i, 62, 0.9%, -5%, 0%, 2.3%, 4%
CC(C)(C)NC(=O)C1CCCN(S(=O)(=O)c2cccc3cccnc23)C1 (centres undefined)
    0.4%, -3.3, 61, 13%, i, 62, 3.7%, 0%, -7%, 0.5%, 10%
CC(C)Oc1ccc(/C(O)=C2/C(=O)C(=O)N(CCCn3ccnc3)C2c2cccnc2)cc1 (centres undefined)
    -0.3%, -0.7, 56, -42%, i, 54, -0.4%, -7%, -5%, 0.0%, -2%
CC(C)C(NC(=O)OCc1ccccc1)C(=O)NC(Cc1ccc(O)cc1)C(=O)O (centres undefined)
    -0.1%, 0.4, 56, 16%, i, 19, -3.2%, 7%, 0%, -0.1%, 7%
O=C(CSc1nnc(-c2ccncc2)o1)NCc1ccccc1Cl
    0.9%, 1.0, 40, 29%, i, 47, 7.5%, 8%, -13%, -0.6%, -1%
Oc1ccc2ccccc2c1N=Nc1nccs1
    -0.1%, ·, ·, 109%*, i, 58, 6.3%, ?, 6%, ?, 18%
COc1cc2c(cc1OC)C(c1ccccc1)N(C(=O)c1cccc(S(C)(=O)=O)c1)CC2 (centres undefined)
    0.0%, -1.7, 57, -14%, i, 36, -5.1%, -4%, -2%, -0.3%, 10%
Cc1cc(C(=O)NCc2ccco2)cs1
    -0.1%, -0.7, 56, 16%, i, 45, 1.8%, 6%, 11%, -0.4%, -8%
CC(/C=C/c1ccccc1)=N/NC(=O)CNC(=O)c1ccc2c(c1)OCO2
    0.0%, 0.4, 46, -28%, i, 34, 1.0%, -9%, 1%, ·, 10%
COc1ccc(N2C(=O)CC(NNC(=O)c3cc(C)oc3C)C2=O)cc1 (centres undefined)
    -0.1%, 1.8, 32, 24%, i, 42, -7.0%, 3%, -6%, 0.0%, 12%
CC1(C)Cc2nc3scc(NC(=O)c4ccccc4)c3cc2CO1
    -0.1%, -0.4, 55, 16%, i, 37, 0.3%, -10%, 6%, 0.2%, 7%
CN1CCN(CCn2c(=S)[nH]c3ccccc3c2=O)CC1
    0.0%, -2.2, 79, -11%, i, 34, 3.2%, 4%, 8%, 0.3%, 6%
CCN1C(=O)CC2(C[N+]3(C)CCC2CC3)C1=O (centres undefined)
    -0.1%, -0.3, 53, -19%, i, 53, -4.3%, 7%, -6%, 0.6%, 0%
CC1CCCN(c2nc3c(c(=O)[nH]c(=O)n3C)n2Cc2ccccc2Cl)C1 (centres undefined)
    -0.3%, 15, 51, -58%, i, 41, 2.2%, -5%, -2%, -0.2%, 6%
CCSc1nc(=O)n(-c2ccccc2)c(C)c1C(C)=O
    0.4%, 0.7, 58, 2%, i, 7, -4.2%, -6%, 5%, -0.3%, 1%
O=C(Cn1c(C(F)(F)F)nc2ccccc21)N/N=C/c1ccco1
    -0.5%, -0.8, 49, ·, i, 38, ·, 7%, 8%, 0.5%, -2%
CC(NC(=O)c1ccccc1[N+](=O)[O-])C1CC2CCC1C2 (centres undefined)
    0.2%, 1.8, 33, -11%[20 µM], i, 43, 5.7%, -7%, 7%, -1.1%, 4%
CCn1c2ccccc2c2cc(NC(=O)N3CCOCC3)ccc21
    -0.1%, 2.6, 30, -78%, i, 38, 4.5%, 21%, 18%, -0.4%, -4%
CCOC(=O)CSC1=C(C#N)C(c2ccc(C)cc2)C2=C(CCCC2=O)N1 (centres undefined)
    -0.1%, 1.9, 34, -8%, i, 36, 4.5%, -11%, 2%, -0.1%, 6%
C=CCn1c(SCc2csc(-c3ccc(Cl)cc3)n2)nnc1-c1ccccc1OC
    1.2%, 4.8, 53, 1%, i, 39, -1.9%, 6%, -15%, 12%, 3%
